# Source: PubChem (National Center for Advancing Translational Sciences (NCATS))
# Casp1 inh: qHTS Assay for Allosteric/Competitive Inhibitors of Caspase-1. P29466. Caspase-1 enzyme, Ac-WEHD-AFC fluorogenic rate. Potency, µM (titrated, usually from 57.5 µM), for inactives: top-dose activity change, negative = inhibition, hits mostly inhibitors. 75,000 tested, 0.03% active;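 further: potency means the concentration at half of the fitted maximal effect; plate controls were vehicle for no effect and no substrate for full effect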
# BRCT inh green: qHTS Assay for Inhibitors of BRCT-Phosphoprotein Interaction (Green Fluorophore) | Breast cancer type 1 susceptibility protein (Homo sapiens), P38398 | 75,000 tested, 0.05% active | AID 875, 2007 | BRCA1 BRCT-phosphopeptide binding, green fluorescence polarization | Potency, µM (titrated, usually from 76.9 µM), without a hit: at the highest dose activity change, negative = inhibition, most hits filed as inhibitors;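 further: potency means the concentration at half of the fitted maximal effect; plate controls were peptide without protein for full effect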
# Target sequence (P38398 whole entry, looked up): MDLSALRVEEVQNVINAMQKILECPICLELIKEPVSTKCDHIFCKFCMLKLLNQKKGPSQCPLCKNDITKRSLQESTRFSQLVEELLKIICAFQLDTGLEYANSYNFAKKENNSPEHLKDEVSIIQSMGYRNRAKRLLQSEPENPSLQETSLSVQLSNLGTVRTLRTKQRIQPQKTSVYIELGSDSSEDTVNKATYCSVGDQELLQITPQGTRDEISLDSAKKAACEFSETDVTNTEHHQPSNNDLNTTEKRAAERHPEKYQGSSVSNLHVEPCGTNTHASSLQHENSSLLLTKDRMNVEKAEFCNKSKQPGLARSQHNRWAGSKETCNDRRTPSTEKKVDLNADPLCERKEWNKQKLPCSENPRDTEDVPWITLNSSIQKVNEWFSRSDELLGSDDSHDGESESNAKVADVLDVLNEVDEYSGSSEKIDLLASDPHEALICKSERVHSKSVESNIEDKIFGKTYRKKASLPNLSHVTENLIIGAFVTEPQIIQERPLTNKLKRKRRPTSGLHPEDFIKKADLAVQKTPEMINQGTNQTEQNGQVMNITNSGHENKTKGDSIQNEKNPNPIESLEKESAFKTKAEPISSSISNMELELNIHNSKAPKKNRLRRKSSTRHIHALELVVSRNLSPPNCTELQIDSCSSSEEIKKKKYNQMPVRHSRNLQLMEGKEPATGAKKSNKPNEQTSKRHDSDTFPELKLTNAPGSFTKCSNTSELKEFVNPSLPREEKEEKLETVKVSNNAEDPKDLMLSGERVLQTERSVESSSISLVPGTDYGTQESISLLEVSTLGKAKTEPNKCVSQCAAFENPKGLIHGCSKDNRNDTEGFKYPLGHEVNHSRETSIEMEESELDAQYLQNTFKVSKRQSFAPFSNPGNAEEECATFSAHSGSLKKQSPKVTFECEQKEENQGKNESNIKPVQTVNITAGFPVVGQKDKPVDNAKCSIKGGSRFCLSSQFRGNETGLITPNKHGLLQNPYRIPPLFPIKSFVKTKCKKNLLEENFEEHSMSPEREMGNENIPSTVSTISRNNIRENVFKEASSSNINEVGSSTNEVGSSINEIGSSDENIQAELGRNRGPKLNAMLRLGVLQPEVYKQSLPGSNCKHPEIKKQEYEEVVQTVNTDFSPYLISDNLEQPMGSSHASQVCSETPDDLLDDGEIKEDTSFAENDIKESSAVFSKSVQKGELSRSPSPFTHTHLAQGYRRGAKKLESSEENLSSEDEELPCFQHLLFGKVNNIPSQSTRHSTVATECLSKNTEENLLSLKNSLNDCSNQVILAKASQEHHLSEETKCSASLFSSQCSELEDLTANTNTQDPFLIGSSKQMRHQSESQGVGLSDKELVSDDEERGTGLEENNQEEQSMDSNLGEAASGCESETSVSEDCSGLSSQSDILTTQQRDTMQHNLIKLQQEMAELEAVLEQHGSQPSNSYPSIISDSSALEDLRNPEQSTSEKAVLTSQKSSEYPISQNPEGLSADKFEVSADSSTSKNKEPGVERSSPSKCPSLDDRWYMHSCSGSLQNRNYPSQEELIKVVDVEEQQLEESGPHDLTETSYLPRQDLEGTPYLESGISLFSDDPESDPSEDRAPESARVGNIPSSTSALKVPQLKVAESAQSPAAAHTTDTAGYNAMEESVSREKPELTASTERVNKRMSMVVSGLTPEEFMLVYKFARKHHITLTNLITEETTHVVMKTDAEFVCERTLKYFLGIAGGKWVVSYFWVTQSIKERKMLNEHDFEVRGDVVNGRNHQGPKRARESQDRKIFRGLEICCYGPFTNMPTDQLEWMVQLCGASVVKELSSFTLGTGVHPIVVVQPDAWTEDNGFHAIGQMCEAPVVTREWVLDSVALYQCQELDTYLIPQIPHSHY
#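 Fluorescence polarization: His-tagged BRCT (~35 kDa BRCA1 C-terminus, 250 nM) bound to 100 nM fluorescein-labeled phosphorylated 10-aa BACH1 peptide, pH 7.3 phosphate buffer with DTT and Tween 20. Compounds incubated 12 min at room temperature; inhibition read as lowered polarization.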
# BRCT PPI red: qHTS Assay for Inhibitors of BRCT-Phosphoprotein Interaction (Red Fluorophore); Breast cancer type 1 susceptibility protein (Homo sapiens), P38398; BRCT-phosphopeptide binding, red fluorescence polarization; Potency, µM (titrated, usually from 76.9 µM), without a hit: top-dose activity change, negative = inhibition, usual class: inhibitors; 75,000 tested, 0.03% active; AID 892, 2007; further: on the % scale 0 is the no-effect control and ±100 the full control effect
#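 Rhodamine-labelled pBACH1 10-mer (100 nM) bound to BRCT domain (100 nM) at pH 7.3; compounds incubated 12 min room temperature, polarization read. Free peptide defines full inhibition; unlabelled decapeptide titrated as control.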
# Caspase-7 inhib: qHTS Assay for Allosteric/Competitive Inhibitors of Caspase-7 | P55210 | recombinant caspase-7, Ac-DEVD-AFC fluorescence rate | Potency, µM (series often up to 57.5 µM), for inactives: at the highest dose activity change, negative = inhibition, hits mostly inhibitors | 75,000 tested, 0.02% active; active means well fitted inhibition curve with a large enough effect in the main read-out, with a control signal flat, not every such curve was filed as active; inconclusive means small, poorly fitted or top-dose-only effect, or a change in a side signal; further: potency means the concentration at half of the fitted maximal effect; % of control where 0% means no effect
# ERK AVP block: qHTS Assay for Inhibitors of the ERK Signaling Pathway using a Homogeneous Screening Assay | HEK293-V1b, vasopressin-stimulated pERK AlphaScreen | Potency, µM (highest dose often 57.5 µM), without a hit: top-dose activity, negative = inhibition, actives largely listed as inhibitors | 72,000 tested, 0.99% active | AID 995, 2007; further: potency means the concentration at half of the fitted maximal effect; on the % scale 0 is the no-effect control and ±100 the full control effect; nearly all actives have a fitted effect of over 55% in size
#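 HEK293 cells stably expressing V1b receptor, preincubated 30 min at 37 °C with compound, then stimulated 5 min with 25 nM vasopressin. Phospho-ERK by AlphaScreen SureFire after 5 h RT; normalized to DMSO and vasopressin; AC50 by Hill fit.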
# Tau filament bind: qHTS Assay for Tau Filament Binding; Microtubule-associated protein tau (Homo sapiens), P10636; recombinant tau filaments, thioflavin S fluorescence, 15 h; filaments grown with octadecylsulfate alongside compound; 71,000 tested, 2% active; Potency, µM (top dose mostly 57.1 µM), without a hit: at the top dose activity change, negative = inhibition; AID 596, 2007;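 further: potency means the concentration at half of the fitted maximal effect; on the % scale 0 is the no-effect control and ±100 the full control effect; actives lower thioflavin S fluorescence by blocking filaments or displacing dye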
#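 Thioflavine S fluorescence (ex 450, em 510 nm) reports filaments formed from 1 uM human tau plus 30 uM ODS over 15 h at 37 C (10 mM HEPES pH 7.4, 100 mM NaCl, 5 mM DTT); compounds displacing dye or blocking filaments lower signal.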
# USP2a inh: qHTS Assay for Inhibitors of Ubiquitin-specific Protease USP2a | AID 927, 2007 | Potency, µM (top dose mostly 38.3 µM), for the others: at the top dose activity change, negative = inhibition, usual class: inhibitors | 60,000 tested, 0.1% active | Ubiquitin carboxyl-terminal hydrolase 2 (Homo sapiens), O75604 | USP2a enzymatic assay, qHTS inhibition;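 further: potency means the concentration at half of the fitted maximal effect; nearly all actives have a fitted effect of over 60% in size; plate controls were DMSO for no effect and NEM full inhibition control for full effect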
#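 Coupled readout: USP2-cleaved Ub-PLA2 (20nM final) turns over NBD C6-HPC (20uM final), Ex 460nm/Em 535nm after 2.5 h, time-zero read flagging artifacts. Enzyme (20nM final, pH 8.0 Tris) given 30 min RT with compound first; NEM defines full inhibition.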
# HEK293 cAMP ctrl: qHTS Assay for Agonists of the Thyroid Stimulating Hormone Receptor: Activators of Intracellular cAMP Concentrations in Parental HEK 293. 73,000 tested, 2.5% active. AID 938, 2007. Potency, µM (titrated, usually from 57.1 µM), inactives show at the highest dose activation, usual class: activators. parental HEK293 CNG cAMP sensor, membrane potential fluorescence; further: potency means the concentration at half of the fitted maximal effect; % of control where 0% means no effect; nearly all actives have a fitted effect of over 55% in size
#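 Parental HEK 293 cells stably expressing a cAMP-gated CNG channel were loaded with membrane potential dye containing 100 uM RO 20-1724 for 60 min. Compound added for 30 min; depolarization read as fluorescence intensity at 590 nm.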
# FLuc inh: qHTS Assay for Inhibitors of Firefly Luciferase; purified firefly luciferase, luminescence, 8 min; Luciferin 4-monooxygenase (Photinus pyralis), P08659; Potency, µM (doses to about 57.1 µM), inactives show top-dose activity change, negative = inhibition, most hits filed as inhibitors; 72,000 tested, 2.2% active; AID 411, 2009; further: potency means the concentration at half of the fitted maximal effect; on the % scale 0 is the no-effect control and ±100 the full control effect; nearly all actives have a fitted effect of over 40% in size
#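 Inhibition of light generation by firefly luciferase from ATP and luciferin was profiled with concentration-response curves per sample, ATP held at 10 uM within the enzyme's linear range. Plates were read by luminescence after an 8-minute ambient incubation.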
# A350 fluor: qHTS Assay for Spectroscopic Profiling in A350 Spectral Region; 59,000 tested, 11% active; Compound autofluorescence, 340/450 nm, Alexa 350 dye-equivalents; stronger effect = higher value; max dye-equivalent concentration, M; in the data active means max dye-equivalent concentration above about 10 nM; inconclusive means mostly about 1.1 nM to 9.6 nM
# CRE Fsk mod: Cell signaling CRE-BLA (Fsk stim) | Potency, µM (series often up to 38.2 µM), for the others: at the highest dose activity change, negative = inhibition, hits mostly activators | AID 662, 2007 | 71,000 tested, 2.5% active | CHO CRE-bla reporter (cAMP response element driving beta-lactamase), forskolin EC10, beta-lactamase ratio; active means well fitted activation curve with a large enough effect in the signal ratio, with a control signal flat, not every such curve was filed as active; inconclusive means small, poorly fitted or top-dose-only effect, or effect the other way, or a change in a side signal; the % refers to the signal ratio; further: potency means the concentration at half of the fitted maximal effect; % of control where 0% means no effect
#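 Cells were plated overnight at 37 °C, exposed to compound titrations plus EC10 NKH 477 for 3 h, then given CCF4 dye for 2 h at room temperature. Blue/green (460/530 nm) ratio was converted to %Activity and AC50 values calculated.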
# An asterisk follows results filed as active; i = inactive; ? = inconclusive; . = no result given; & = joins results of further samples; [ ] = dose if it differs, or a comment. Unless noted, the call rests on the fitted dose curve; in most records, active means well fitted curve in the direction sought with a large enough effect; inconclusive means small, poorly fitted or top-dose-only effect, or another doubt; inactive means no such curve, though single readings can be large; an effect the other way counts as inactive or inconclusive.
SMILES,Casp1 inh,BRCT inh green,BRCT PPI red,Caspase-7 inhib,ERK AVP block,Tau filament bind,USP2a inh,HEK293 cAMP ctrl,FLuc inh,A350 fluor,CRE Fsk mod
Cc1c(C(=O)NCc2ccccn2)oc2ccccc12,-1%,2.1%,0.3%,0%,-9%,-2%,-1%,17%,-4%,?,6%
c1cc(-c2nnc3n2CCCCC3)ccn1,-1%,1.2%,2.2%,1%,6%,-9%,-3%,3%,1%,i,-8%
CCS(=O)(=O)CCSc1nc2ccccc2s1,-1%,0.2%,-2.2%,-1%,-2%,-1%,30%,5%,1%,i,-3%
Nc1ccc(SCCN2C(=O)c3ccccc3C2=O)cc1,0%,-0.8%,0.4%,2%,-12%,-8%,8%,6%,-1%,i,26%
COC(=O)[C@@H]1C[C@@H]2CC[C@@H](O)C[C@@H]2N1Cc1ccccc1OS(=O)(=O)c1ccc(C)cc1,-3%,9.6%,1.8%,-4%,2%,.,.,.,.,.,.
CCC(=O)Oc1cccc(C(=O)Nc2ccc(-c3nnc(-c4ccco4)o3)cc2)c1,-5%,8.5%,-1.3%,-4%,?,265%,22%,1%,-6%,.,-17%
CC(C)CNC(=O)CSc1nnc(-c2ccccn2)n1Cc1ccccc1,0%,0.6%,-0.1%,0%,-8%,0%,-2%,25%,0%,i,-4%
Cc1[nH]nc2c1-c1nc3ccccc3nc1C(C)(C)C2,-1%,0.8%,-1.7%,-2%,13µM*,-23%,0%,30%,1%,2.3e-06M*,?
CO[C@]1(NC(=O)C2SC(=C(C(N)=O)C(=O)O)S2)C(=O)N2C(C(=O)O)=C(CSc3nnnn3C)CS[C@H]21 (stereo partly specified),1%[25.7 µM],-6.5%[34.4 µM],0.0%[34.4 µM],1%[25.7 µM],4%[25.7 µM],8%[25.6 µM],0%[17.1 µM],5%[25.6 µM],5%[25.5 µM],i,-2%[17.1 µM]
CCOC(=O)Nc1c(C(=O)OC)[nH]c2cccc(OC)c12,-1%,-0.8%,-2.1%,2%,10%,1%,2%,23%,-1%,?,19%
O=C1CC(c2ccc(O)cc2)Oc2cc(O)cc(O)c21 (stereo unspecified),2%&0%,1.0%&2.6%,11%&15%,-9%&-2%,18%&-32%,.,11%,.,.,.,.
CCCCNC(=O)c1sc2nc(C)cc(COC)c2c1-n1cccc1,-1%,-2.8%,-0.9%,0%,2%,55%,-16%,16µM*,-1%,i,24%
COCCn1c(=O)c(-c2cccc(C#N)c2)nc2cnc(OC)nc21,-1%,-1.8%,0.7%,-1%,-17%,-1%,23%,9%,1%[11.4 µM],?,?
COC(=O)c1cc(C(=O)OC)n(Cc2ccc(F)cc2)n1,0%,0.4%,1.6%,0%,-4%,7%,3%,8%,2%,?,?
Cc1nn2c(N)csc2nc1=O,?,-1.0%,-0.2%,-21%,-21%,75%,-11%,?,2%,1.7e-08M*,-1%
Cc1ccc(C)n1-n1cnc2sc3c(c2c1=O)CCC3,1%,-0.7%,1.5%,-2%,-16%,-2%,13%,12%,0%,?,?
Cc1c(C(=O)N2CCN(CCc3ccccc3)CC2)oc2ccccc12,-2%,2.2%,0.8%,-4%,.,.,.,-6%,.,.,.
CS(=O)(=O)N1CCN(c2nc(-c3ccc(F)cc3)cs2)CC1,-1%,-1.1%,0.4%,0%,?,61%,-5%,-4%,-14%,.,10%
CC(C)Oc1cccc(C(=O)O)c1,0%,-1.8%,0.5%,1%,0%,-12%,-10%,20%,0%,i,7%
Cc1ccccc1N=C1Nc2ccccc2CS1,0%,-1.5%,-0.1%,-1%,-5%,9%,1%,17%,25µM*,i,-2%
NC(=O)c1c(NC(NC(=O)c2ccco2)(C(F)(F)F)C(F)(F)F)sc2c1CCCC2,-5%,-1.6%,-1.0%,-3%,-7%,-16%,8%,31%,-4%,?,5%
Cc1noc(C)c1COC(=O)c1ccccc1Sc1ccccc1C#N,-8%,2.1%,-0.7%,-1%,0%,29%,-16%,?,-3%,i,6%
NCC1O[C@@H](OC2C(N)C[C@H](N)[C@@H](O[C@H]3OC(CO)C(O)C(N)C3O)C2O)C(N)C(O)C1O (stereo partly specified),1%,-1.5%[3.08 µM],1.0%,1%,2%,.,2%,.,.,.,.
NC(=O)CN1CCN(C(=O)Nc2ccccc2)CC1,0%,-0.8%,0.4%,0%,-4%,3%,.,-7%,1%,.,2%
CC(C)CC(=O)Nc1ccccc1-c1nnn(CC(=O)N2CCOCC2)n1,-1%,0.3%,-5.5%,-1%,-12%,-16%,12%,22%,3%,i,0%
Cn1c(=O)c(-c2ccc(Cl)cc2)nc2cncnc21,-4%,0.2%,1.1%,-8%,-6%,0%,38%[activator],?,0%[11.4 µM],i,-1%
Cc1ccccc1-n1c(=O)cc(N2CCc3ccccc3C2)[nH]c1=O,-5%,-0.9%,-1.4%,-5%,-3%,23%,0%,1%,0%,i,?
Cc1c(O)c(=O)n(-c2ccccc2)n1C,-1%[25.7 µM],-4.6%[34.4 µM],0.9%[34.4 µM],2%[25.7 µM],-12%[25.7 µM],1%[25.6 µM],-8%[17.1 µM],-1%[25.6 µM],2%[25.5 µM],i,4%[17.1 µM]
O=C(Nc1ccc(S(=O)(=O)N2CCCc3ccccc32)cc1)C1CCCO1 (stereo unspecified),-2%,0.0%,0.3%,-2%,-11%,-4%,12%,2%,0%,i,?
CN(C(=O)c1cccnc1)c1nnc(-c2cnccn2)s1,0%,-0.7%,-0.3%,1%,-12%,-9%,-1%,1%,0%,i,1%
CCN=C1SC(CC(=O)Nc2ccc(C)cc2)C(=O)N1CC (stereo unspecified),2%,-5.3%,1.6%,7%,-17%,-4%,-10%,-11%,1%,i,?
C[C@H](N)[C@H](O)c1cccc(O)c1,-1%[25.7 µM],-1.5%[34.4 µM],-1.1%[34.4 µM],1%[25.7 µM],4%[25.7 µM],0%[25.6 µM],-9%[17.1 µM],9%[25.6 µM],8%[25.5 µM],i,1%[17.1 µM]
Cc1ccc(S(=O)(=O)c2nc(N3CCOCC3)sc2Cl)cc1,0%,3.9%,-1.0%,1%,24%,1%,2%,12%,-1%,i,15%
O=C(CN1C2=NCCCN2c2ccccc21)c1cccs1,0%,-0.6%,-0.3%,1%,-2%,-6%,3%,27%,-2%,.,-6%
Nc1ccc(-c2ccc(N)cc2C(F)(F)F)c(C(F)(F)F)c1,-3%,-1.1%,0.9%,0%,-11%,0%,4%,24%,1%,i,12%
CC(C)OC(=O)c1nnn(-c2nonc2N)c1CN1CCCCCC1,-2%,0.1%,0.4%,-3%,16%,-5%,22%,20%,-5%,i,?
Cc1cc(C(=O)NC2CCCc3ccccc32)no1 (stereo unspecified),-3%,-2.0%,-0.3%,-2%,.,.,.,?,.,.,.
CN(CC(=O)O)Cc1c(O)c(Cl)cc(Cl)c1Cl,-2%[11.5 µM],-1.7%[15.4 µM],0.8%[15.4 µM],-1%[11.5 µM],1%[11.5 µM],7%[11.4 µM],.,-11%[11.4 µM],-1%[11.4 µM],i,-8%[7.6 µM]
COc1ccccc1N(C(=O)Cn1nnc2ccccc21)C(C(=O)NCc1ccco1)c1ccc(C)o1 (stereo unspecified),-2%,2.9%,-1.2%,1%,-4%,12%,21%,4µM*,1%,i,-9%
COc1cccc(OCCOc2cccc(/C=N/n3cnnc3)c2)c1,0%,-1.2%,-1.1%,1%,-15%,20%,13%,-2%,-3%,.,?
O=C1CCC=C1[C@@H](O)CCc1ccccc1,0%[11.5 µM],-1.8%[15.4 µM],1.7%[15.4 µM],0%[11.5 µM],4%[11.5 µM],.,.,-3%[11.4 µM],1%[11.4 µM],.,.
COC(=O)c1cc(Br)c(=O)n(CCc2ccccc2)c1,-1%,-2.5%,-0.4%,0%,-14%,4%,-2%,26%,-5%,i,10%
COC(=O)c1ccccc1NC(=O)c1cc2ncc(Br)cn2n1,-1%,-2.1%,-2.9%,-5%,-13%,-25%,11%,22%,1%,?,-1%
Cc1nc2ccccc2nc1N1CCCCC1,-2%,-2.3%,0.8%,0%,-3%,-6%,3%,6%,-1%,.,10%
